From PubChem BioAssay
RPL19A-GFP yeast: yeast TOR pathway RPL19A-GFP modulation. S. cerevisiae RPL19A-GFP strain, flow cytometry, 3 h; hits give low values. AID 2025. hit rate 0.3% among 330,000. percent response vs DMSO, % at 10 µM;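 active = percent response vs DMSO below 50%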;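 note: median channel GFP fluorescence of the barcoded RPL19A-GFP strain; ratio of sample median GFP to plate DMSO average so 100% = DMSO; lower means less RPL19A-GFP as with rapamycin TOR inhibition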
proCasp3 act: activators of human procaspase-3. P42574. recombinant procaspase-3 D3A, Ac-DEVD-pNA absorbance 405 nm. activation, % at 8.5 µM. hit rate 0.11% among 330,000;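 active = activation above the mean of all tested compounds plus 3 SD, cut at about 21% in these data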;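 note: 0% = DMSO alone and 100% = DMSO wells spiked with extra 5 µM PC-3 D3A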
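Assay system – Procaspase-3 D3A mutant, all three cleavage aspartates alanine · Controls – DMSO-only low control, 5 µM PC-3 D3A high control · Schedule – 1 h compound preincubation, 2 h substrate hydrolysis at 25 °C · Signal – 405 nm absorbance of p-nitroaniline, reads at 0 and 120 min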
EBNA-1 inh: blocks EBNA-1 binding to DNA; EBNA-1 DNA binding, fluorescence polarization; inhibition, % at 14.8 µM; hit rate 0.34% among 300,000; in the data active = inhibition above about 28%
LAP4 TOR yeast: yeast TOR pathway LAP4-GFP modulation; S. cerevisiae LAP4-GFP multiplex, flow cytometry GFP, 3 h; median GFP as percent of DMSO wells; GFP response vs DMSO, % at 10 µM; hit rate 0.34% among 320,000; AID 2023;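 active = GFP response vs DMSO above a set limit, about the screen mean plus 3 SD, cut at about 150% in these data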
ZTA DNA inh: counter-screen for EBNA-1 inhibitors: inhibitors of Epstein-Barr virus ZTA. inhibition, % at 11 µM. hit rate 0.15% among 320,000. ZTA-DNA binding, fluorescence polarization; in the data active = inhibition above about 33%
AHR activator: activators of human aryl hydrocarbon receptor | hit rate 2.5% among 320,000 | activation, % at 5 µM | AHR-responsive luciferase reporter cells, luminescence | AID 2796; in the data active = activation above about 47%;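 note: 0% = vehicle wells and 100% = reference agonist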
MEP2 TOR yeast: modulators of TOR pathway MEP2-GFP in S. cerevisiae | S. cerevisiae MEP2-GFP strain, flow cytometry GFP, 3 h; 100% = DMSO control level | GFP response vs DMSO, % at 10 µM | hit rate 0.51% among 330,000 | AID 2016;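 active = GFP response versus DMSO above a set limit, roughly screen mean plus 3 SD, cut at about 180% in these data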;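 note: median GFP fluorescence of the barcode-gated MEP2-GFP cells per well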
procasp7 counter: activates human procaspase-7, counter-screen for procaspase-3 activators; P55210; recombinant procaspase-7, Ac-DEVD-pNA absorbance 405 nm; D23A/D198A/D206A triple mutant, cannot self-cleave; scale: DMSO 0, 5 µM enzyme 100; activation, % at 8.5 µM; hit rate 0.093% among 330,000; AID 463210;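 active = percent activation above the screen-wide mean plus 3 SD, cut at about 25% in these data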
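Test system: Procaspase-7 triple mutant (PC-7 D3A). Also added: Ac-DEVD-pNA substrate, 400 µM as added. Schedule: 1 h enzyme–compound preincubation and 2 h substrate reaction, both 25 °C. Signal: p-Nitroaniline absorbance at 405 nm, read at 0 and 120 min. Control set: low DMSO alone, high DMSO plus 5 µM PC-7.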
* hit, by the source's call; · = not tested or not shown; [ ] = another dose, or the depositor's remark.

Field names: A = RPL19A-GFP yeast; B = proCasp3 act; C = EBNA-1 inh; D = LAP4 TOR yeast; E = ZTA DNA inh; F = AHR activator; G = MEP2 TOR yeast; H = procasp7 counter
> CCCCOc1ccc(-c2cc(C(=O)NNC(=S)NCC)c3ccccc3n2)cc1
  A = 101; B = 6; C = 8; D = 105; E = -3; F = -8; G = 104; H = -7

> COc1cccc(-c2nnc(-c3ccco3)o2)c1
  A = 98; B = 3; C = -2; D = 99; E = -3; F = 51*; G = 91; H = -2

> CC(C)(C)C(=O)Nc1ccc(S(=O)(=O)NC2=NCCCCC2)cc1
  A = 95; B = -1; C = ·; D = 107; E = -2; F = -3; G = 104; H = 0

> COc1ccccc1-c1cc(C(=O)NC(C)c2ccccc2)no1 (stereo not given)
  A = 95; B = 0; C = 5; D = 93; E = 5; F = -3; G = 104; H = -1

> COc1ccc(NC(=O)CN2CCN(S(=O)(=O)c3ccc(F)cc3)CC2)cc1Cl
  A = 95; B = 2; C = -8; D = 87; E = 19; F = 3; G = 88; H = 3

> CCCNS(=O)(=O)c1ccc(CCC(=O)Nc2ccc3c(c2)OCO3)cc1
  A = 97; B = 4; C = 5; D = 101; E = 11; F = 9; G = 106; H = -4

> Oc1ccc(-c2cn3cc(C(F)(F)F)ccc3n2)cc1
  A = 106; B = 4; C = 0; D = 109; E = -21; F = -3; G = 113; H = -9

> CCn1cc(CN2CCCC(CO)(Cc3cccc(Cl)c3)C2)cn1 (stereo not given)
  A = 103; B = 11; C = 4; D = 114; E = 0; F = 1; G = 108; H = 7

> CCOc1cc(N2CCOCC2)c(OCC)cc1NC(=O)Cn1nc(C)c([N+](=O)[O-])c1C
  A = 93; B = 14; C = -7; D = 101; E = 7; F = -1; G = 95; H = 3

> Cc1sc(NC(=O)CN2CCOCC2)c(C#N)c1C
  A = 99; B = 7; C = -6; D = 110; E = -8; F = 11; G = 101; H = 6

> Cc1ccc(/C=N/NC(=O)c2cccc(S(=O)(=O)Nc3cccc(Cl)c3)c2)o1
  A = 96; B = 1; C = 8; D = 89; E = 11; F = 8; G = 98; H = 6

> CN=C1SC(CC(=O)Nc2cccc(Cl)c2Cl)C(=O)N1C (stereo not given)
  A = 99; B = 14; C = -8; D = 104; E = -3; F = 1; G = 105; H = -3

> Cn1c(CNC(=O)c2ccccc2F)nnc1SCc1ccc(F)cc1
  A = 99; B = 3; C = 1; D = 102; E = 17; F = 2; G = 98; H = -7

> Cc1ccc(N=CC2=C(O)CC(c3ccccc3Cl)CC2=O)cc1 (stereo not given)
  A = 97; B = 5; C = -3; D = 105; E = -1; F = -2; G = 97; H = 3

> CCn1cc(-c2cc(C(=O)O)c3ccccc3n2)c(C)n1
  A = 101; B = -12; C = -11; D = 103; E = 0; F = 1; G = 101; H = 4

> O=C(NN1C(=O)C2C3C=CC(C4CC34)C2C1=O)c1ccccc1Cl (stereo not given)
  A = 101; B = 5; C = 2; D = 87; E = 7; F = -1; G = 101; H = -5

> COC(=O)c1ccc(=O)c2nc3/c(=C/O)c(O)cc(=O)c3[nH]c12
  A = 100; B = -4; C = 103*; D = 107; E = 5; F = 1; G = 107; H = 0

> Cc1sc2nc(CSc3ccccc3)nc(N3CCOCC3)c2c1C
  A = 103; B = 9; C = 0; D = 112; E = -2; F = 6; G = 112; H = 11

> CC(=O)Oc1ccc(C(=O)Nc2ccc(C3(C#N)CCCC3)cc2)cc1
  A = 96; B = -1; C = 0; D = 82; E = 12; F = 60*; G = 88; H = -1

> O=C(CNCc1ccccc1)Nc1ccc(F)cc1
  A = 97; B = 3; C = -7; D = 84; E = -18; F = 3; G = 93; H = 9

> CC(=O)c1cccc(NC(=O)CN2C(=O)c3cccnc3Oc3ccc(Cl)cc32)c1
  A = 101; B = -4; C = 11; D = 113; E = 5; F = 12; G = 104; H = -7

> CCC1CCc2[nH]nc(C(=O)O)c2C1 (stereo not given)
  A = 94; B = -12; C = -1; D = 97; E = -8; F = 2; G = 94; H = 3

> COc1cccc(N2CCN(CC(=O)c3c(C)[nH]c4ccccc34)CC2)c1
  A = 102; B = 0; C = 10; D = 109; E = 5; F = 0; G = 104; H = 4

> C[C@H](NC(=O)c1nc[nH]c1C(=O)NCC(=O)OCc1ccccc1)C(=O)OCc1ccccc1
  A = 98; B = 3; C = 1; D = 101; E = -4; F = -4; G = 98; H = 9

> Cc1ccc(S(=O)(=O)Cc2ccc(C(=O)N3CCN(Cc4ccccc4)CC3)o2)cc1
  A = 97; B = 11; C = 9; D = 93; E = 4; F = 3; G = 90; H = 2

> Cc1ccc(-c2[nH]ncc2CN2CCN(C(=O)c3cccs3)CC2)cc1C
  A = 105; B = -2; C = 2; D = 101; E = 0; F = 4; G = 108; H = 2

> COc1cc2[nH]c(C(=O)NCc3ccccc3)cc2c(OC)c1OC
  A = 110; B = 10; C = 6; D = 110; E = -8; F = 6; G = 114; H = 3

> C=CCNC(=O)c1cc(Cl)ccc1[N+](=O)[O-]
  A = 113; B = 4; C = -12; D = 117; E = 3; F = -1; G = 107; H = 1

> Cn1c(=O)c2c(nc(CO)n2C)n(C)c1=O
  A = 101; B = 4; C = 4; D = 102; E = 0; F = 0; G = 108; H = -4

> O=c1nc(-c2ccccc2)cc(-c2ccccc2)[nH]1
  A = 98; B = 4; C = 5; D = 106; E = 0; F = 9; G = 117; H = 1

> Cc1cccnc1NC(=O)CCc1nnc2ccc(N3CCC4(CC3)OCCO4)nn12
  A = 103; B = 8; C = 0; D = 110; E = 3; F = -1; G = 109; H = -4

> Cc1ccc(Nc2nc(-c3ccc(C)cc3)c(CC(=O)O)s2)cc1
  A = 99; B = -14; C = -8; D = 107; E = 4; F = 85*; G = 99; H = -26

> COCCNC(=S)NN=C1CCCCC1
  A = 101; B = 9; C = 4; D = 98; E = 13; F = 4; G = 103; H = 5

> Cc1sc2ncn(CC(=O)Nc3c(F)cccc3F)c(=O)c2c1S(=O)(=O)N1CCC(C)CC1
  A = 109; B = 0; C = 11; D = 114; E = 6; F = 0; G = 124; H = -5

> CC1CCCC(NC(=O)c2nn(C)c3c2CS(=O)(=O)c2ccccc2-3)C1C (stereo not given)
  A = 97; B = -1; C = -4; D = 87; E = -5; F = 2; G = 93; H = -4

> COc1ccc(-c2cc(-c3ccc(Cl)cc3)n[nH]2)c(O)c1
  A = 105; B = 9; C = 0; D = 117; E = 4; F = 7; G = 106; H = 9

> Nc1nc(SCC(=O)Nc2ccc([N+](=O)[O-])cc2Br)n[nH]1
  A = 97; B = 6; C = 6; D = 88; E = 11; F = -5; G = 97; H = 10

> CCCN1CCN(C(=S)Nc2ccc3nc(N4CCN(CC)CC4)cc(C)c3c2)CC1
  A = 101; B = -6; C = 3; D = 107; E = 3; F = 5; G = 108; H = -8

> Nc1nonc1-n1nnc(C(=O)N/N=C/c2cccs2)c1CSc1ccccc1
  A = 94; B = -3; C = 10; D = 83; E = 11; F = 1; G = 93; H = 12

> C=CCc1c(C)nc(C)nc1N/N=C/c1ccc(F)cc1
  A = 96; B = 1; C = -2; D = 94; E = -1; F = 77*; G = 102; H = 5

> CCN1CCN(Cc2c(O)c(Cl)cc3c(C)cc(=O)oc23)CC1
  A = 63[may fluoresce violet]; B = -2; C = -2; D = 96[may fluoresce violet]; E = -3; F = -1; G = 154[may fluoresce violet]; H = 4

> Cc1ccc(Cl)cc1N1CCN(C(=O)c2noc(C)c2[N+](=O)[O-])CC1
  A = 111; B = 4; C = -13; D = 90; E = -4; F = 0; G = 119; H = 0

> COc1ccc(OC(C)c2nnc(N)s2)cc1 (stereo not given)
  A = 112; B = -7; C = -2; D = 94; E = -2; F = 2; G = 104; H = -8

> COC(=O)c1ccc2c(=O)n(Cc3ccco3)c(SCC(=O)Nc3ccccc3Cl)nc2c1
  A = 98; B = -4; C = 11; D = 95; E = 6; F = 1; G = 111; H = -1

> CC1CCN(C(c2ccc(N(C)C)cc2)c2nnnn2Cc2ccccc2)CC1 (stereo not given)
  A = 97; B = -7; C = 3; D = 99; E = 4; F = 4; G = 99; H = -1

> O=C(CSc1ccc2nnc(-c3ccccc3)n2n1)N1CCCCC1
  A = 98; B = 6; C = -4; D = 96; E = -6; F = 2; G = 99; H = 12

> COc1cccc(Cn2cccc(NC(=O)NCc3ccccc3)c2=O)c1
  A = 104; B = 4; C = -13; D = 107; E = -10; F = 5; G = 114; H = 0

> CCOC(=O)c1cccc(NC(=O)c2cncc(Br)c2)c1
  A = 101; B = 1; C = 1; D = 97; E = -5; F = 24; G = 100; H = 0

> COc1ccc(CC(=O)OCC(=O)Nc2ccc(Cl)cn2)cc1
  A = 90; B = 3; C = 10; D = 96; E = 4; F = 0; G = 98; H = 11

> Cc1cc(-c2nnnn2-c2ccc(C(F)(F)F)cc2)no1
  A = 99; B = -3; C = 1; D = 91; E = -10; F = 39; G = 98; H = 2

Further structures follow:
Field names: A = RPL19A-GFP yeast; B = proCasp3 act; C = EBNA-1 inh; D = LAP4 TOR yeast; E = ZTA DNA inh; F = AHR activator; G = MEP2 TOR yeast; H = procasp7 counter
> C=CCn1c(SCC(=O)NC)nnc1C12CC3CC(CC(C3)C1)C2
  A = 108; B = -12; C = 13; D = 89; E = -7; F = -2; G = 99; H = -2

> Cc1ccc(-c2nnc(N3CCN(CCO)CC3)c3ccccc23)cc1
  A = 94; B = -7; C = 9; D = 105; E = -14; F = -1; G = 97; H = -4

> Cc1cc(NC(=O)CS(=O)(=O)c2cn(Cc3ccccc3Cl)c3ccccc23)no1
  A = 94; B = -6; C = -6; D = 107; E = 7; F = 3; G = 99; H = -1

> O=C(Oc1c(-c2ccccc2)c(=O)n2c3c(cccc13)CC2)c1ccc(F)cc1
  A = 97; B = -3; C = -3; D = 87; E = 0; F = 2; G = 87; H = 5

> COC(=O)c1c(C)nn(-c2ccccc2)c1-n1cccc1
  A = 96; B = 3; C = -3; D = 96; E = 17; F = -2; G = 101; H = 2

> CCCCn1c(N)c(N(CCOC)C(=O)c2ccc(S(=O)(=O)N3CCCCC3)cc2)c(=O)[nH]c1=O
  A = 102; B = -3; C = 4; D = 103; E = 1; F = -2; G = 105; H = -1

> Cc1ccc(-c2csc3nc(SCC(N)=O)n(Cc4ccccc4)c(=O)c23)cc1
  A = 103; B = -3; C = -1; D = 89; E = -10; F = 6; G = 103; H = -4

Three structures from above, sorted by length of the SMILES, largest number first:
Field names: A = RPL19A-GFP yeast; B = proCasp3 act; C = EBNA-1 inh; D = LAP4 TOR yeast; E = ZTA DNA inh; F = AHR activator; G = MEP2 TOR yeast; H = procasp7 counter
> CCCCn1c(N)c(N(CCOC)C(=O)c2ccc(S(=O)(=O)N3CCCCC3)cc2)c(=O)[nH]c1=O
  A = 102; B = -3; C = 4; D = 103; E = 1; F = -2; G = 105; H = -1

> Cc1ccc(-c2nnc(N3CCN(CCO)CC3)c3ccccc23)cc1
  A = 94; B = -7; C = 9; D = 105; E = -14; F = -1; G = 97; H = -4

> COC(=O)c1c(C)nn(-c2ccccc2)c1-n1cccc1
  A = 96; B = 3; C = -3; D = 96; E = 17; F = -2; G = 101; H = 2
